# FBW7 act = activators of human E3 ligase FBW7. Q969H0. AlphaScreen FBW7–phospho-cyclin E peptide binding, activator screen. normalized activity (activation), % at 26.1 µM. actives 0.13% (n = 650,000); in the data active = normalized activity above about 1.9%;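 also: purified mutant Fbw7 with reduced substrate affinity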
# GPR151 activ = activators of human GPR151; Q8TDV0; PathHunter beta-arrestin GPR151 cells, luminescence; activation, % at 11.2 µM; actives 1% (n = 650,000); AID 1508602; in the data active = activation above about 4.9%;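 also: 0% = median of compound wells and 100% = cells with positive control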
# TEAD-YAP block = TEAD-YAP interaction inhibition | HEK-TIYL cells, TEAD-Gal4/YAP UAS-luciferase luminescence | inhibition, % at 9.12 µM | actives 1.4% (n = 640,000); in the data active = inhibition above about 32%;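 also: 0% = median of test compound wells and 100% = reference inhibitor wells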
# MITF inh = human MITF inhibition, primary screen; O75030; AlphaScreen MITF homodimerization, bead proximity signal; inhibition, % at 2.6 µM; actives 0.91% (n = 650,000); AID 1259374; in the data active = inhibition above about 50%;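 also: 0% = vehicle wells with protein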
# Target sequence (O75030 whole entry, looked up): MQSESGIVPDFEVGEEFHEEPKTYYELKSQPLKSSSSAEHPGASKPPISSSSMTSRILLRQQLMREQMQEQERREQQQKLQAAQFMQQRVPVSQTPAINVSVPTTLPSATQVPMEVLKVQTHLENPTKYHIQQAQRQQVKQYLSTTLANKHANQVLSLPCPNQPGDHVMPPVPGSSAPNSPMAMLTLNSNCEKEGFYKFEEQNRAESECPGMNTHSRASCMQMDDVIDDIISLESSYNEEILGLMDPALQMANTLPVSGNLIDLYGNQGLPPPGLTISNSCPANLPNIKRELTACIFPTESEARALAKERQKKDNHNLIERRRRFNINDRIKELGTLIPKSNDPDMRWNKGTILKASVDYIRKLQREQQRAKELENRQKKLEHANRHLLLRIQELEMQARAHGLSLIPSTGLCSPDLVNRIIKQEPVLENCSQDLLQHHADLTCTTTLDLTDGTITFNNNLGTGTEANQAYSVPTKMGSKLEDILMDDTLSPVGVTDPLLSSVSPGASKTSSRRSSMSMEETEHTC
# * = called active by the depositor. Random draw from the library; any-hit rate near 3.4%.
# Keys: A = FBW7 act; B = GPR151 activ; C = TEAD-YAP block; D = MITF inh
1. O=C(Cn1nc(-c2ccccc2)nc1-c1ccccc1)Nc1ccc(Br)cc1
  A = 0.1 | B = -1.3 | C = 17 | D = -13

2. Cc1cc(=O)oc2cc(OCC(=O)Nc3cccc(Cl)c3)ccc12
  A = -0.1 | B = 0.2 | C = 12 | D = 5

3. CCCCCCCC(=O)Nc1ccc(C(=O)Nc2cc(C)ccc2C)cc1
  A = 0.0 | B = 0.7 | C = -6 | D = 4

4. COCCn1c(C)c(C)c(S(=O)(=O)c2ccccc2)c1-n1cccc1
  A = -0.1 | B = 1.3 | C = 1 | D = 5

5. CC(C)(Oc1ccc(Cl)cc1)C(=O)N1CCC2(CC1)CC(=O)c1ccccc1O2
  A = 0.6 | B = -1.3 | C = -10 | D = -5

6. C/C(N)=C(/C#N)C(=O)COC(=O)C1(c2cccc(F)c2)CCCC1
  A = -0.1 | B = 0.0 | C = 1 | D = 9

7. CC[C@@H]1NC(=O)[C@@H]2C[C@H](NC(=O)OC)CN2C1=O
  A = 0.0 | B = -0.1 | C = -4 | D = 1

8. COc1ccc(CCNc2nc(NCc3cccnc3)nc3c2ncn3C(C)C)cc1
  A = -0.1 | B = -0.3 | C = 5 | D = 3

9. Cc1ccccc1CSc1nc2ccsc2c(=O)n1Cc1ccco1
  A = 0.7 | B = -1.3 | C = -2 | D = 12

10. CCOc1cc(/C=C2/SC(N3CC(C)OC(C)C3)=NC2=O)ccc1O (centres undefined)
  A = 0.0 | B = 2.1 | C = 3 | D = 7

11. COc1ccc(CCNC(=O)c2cccc(Nc3ccncc3)c2)cc1
  A = 0.0 | B = -0.5 | C = -13 | D = -9

12. CN(C)CCNc1c2c(nc3nnnn13)CCCC2
  A = 0.3 | B = -0.3 | C = -20 | D = -21

13. O=C(CCc1nnc(CCc2ccccc2)o1)NC(c1cccnc1)C(F)(F)F (centres undefined)
  A = 0.1 | B = -1.3 | C = -2 | D = -13

14. Cc1cccnc1NC(=O)c1ccc(Cl)s1
  A = -0.1 | B = 0.3 | C = -5 | D = 2

15. COc1cc(/C=C2/C(=N)N3OC(C)=CC3=NC2=O)ccc1OC(=O)c1ccc(C)cc1
  A = 0.3 | B = -0.8 | C = 10 | D = 10

16. COc1cc2nc(NC3CCN(Cc4ccccc4)CC3)nc(Nc3ccc4c(c3)OCO4)c2cc1OC
  A = -0.4 | B = 2.4 | C = 4 | D = -3

17. Cc1cccc(C2c3[nH]c4ccccc4c3CCN2C(=O)Cn2nc(C)nc2C)n1 (centres undefined)
  A = 0.1 | B = 0.1 | C = -1 | D = 10

18. O=C(CCc1nnc(-c2ccsc2)o1)N1CCCO1
  A = -0.1 | B = 3.8 | C = -19 | D = -7

19. COc1ccc(C(=O)N=c2sc3cc(Cl)ccc3n2C)c(OC)c1
  A = 0.1 | B = 0.7 | C = -7 | D = 12

20. Cc1ccc(/C=C2\C(=O)NC(=O)N(c3cccc(Cl)c3Cl)C2=O)o1
  A = -0.1 | B = -2.1 | C = -6 | D = -4

21. Cn1c(=O)[nH]c(=O)c2c1nc(SCC(N)=O)n2CC(O)COc1ccccc1 (centres undefined)
  A = -0.1 | B = 0.1 | C = -7 | D = -4

22. CC(C)(C)SCCNC(=O)CN(c1ccccc1)S(=O)(=O)c1ccc(F)cc1
  A = -0.2 | B = -0.4 | C = 2 | D = 1

23. CCOc1ccc(NC(=O)CCOc2ccccc2)cc1
  A = -0.1 | B = 0.8 | C = -46 | D = -1

24. CC(=O)Nc1ccc(NC(=O)CCSCCc2ccccn2)cc1
  A = -0.2 | B = -0.5 | C = 1 | D = -3

25. COc1ccc(NC(=O)CSCc2cccc(Br)c2)cc1
  A = 0.1 | B = -1.6 | C = -11 | D = -19

26. O=c1oc2cc(CN3CCOCC3)c(O)cc2c2c1NCCC2
  A = 0.2 | B = 0.8 | C = 6 | D = 18

27. Cc1ccc(NC(=S)N(Cc2cccs2)C2CCCCC2)cc1C
  A = 0.0 | B = -0.1 | C = 22 | D = -9

28. COc1ccc(NC2CC(C)Nc3ccc(OC)cc32)cc1 (centres undefined)
  A = -0.2 | B = 0.4 | C = -11 | D = 5

29. CC1=C(c2ccc(C)cc2)S(=O)(=O)N=C1N1CCCC(C)C1 (centres undefined)
  A = 0.1 | B = 2.1 | C = -43 | D = -2

30. CCOc1ccc(NC(=O)CSc2nc3c(sc(=S)n3Cc3ccco3)c(=O)n2-c2ccccc2)cc1
  A = 0.0 | B = -0.2 | C = 4 | D = 11

31. COc1ccc(/C=N/N(C)S(=O)(=O)c2ccc(C)cc2)cc1
  A = 0.1 | B = -0.7 | C = -5 | D = 18

32. COc1ccc(C(NC(=O)C2C3C=CC(C3)C2C(=O)O)c2ccccc2)cc1 (centres undefined)
  A = -0.2 | B = 0.0 | C = -7 | D = 2

33. CN(C)c1nc2c(c(=O)[nH]c(=O)n2C)n1CC(=O)c1ccccc1
  A = -0.1 | B = 1.0 | C = 8 | D = 3

34. COC(O)C1(C)C(C#N)=C(N)OC2=C1C(=O)CC(C)(C)C2 (centres undefined)
  A = 0.2 | B = -1.1 | C = -2 | D = 9

35. Cc1ccc(NCN2C(=O)c3ccc([N+](=O)[O-])cc3C2=O)cc1[N+](=O)[O-]
  A = -0.1 | B = 0.0 | C = 1 | D = -7

36. CCOC(=O)c1cnc2c(C)cccc2c1Nc1ccc(C(=O)O)cc1
  A = 0.1 | B = 0.5 | C = -20 | D = -12

37. O=C1c2cccc3cccc(c23)C(=O)N1CC1CCN(CC(O)COCC2COc3ccccc3O2)CC1 (centres undefined)
  A = -0.2 | B = -1.5 | C = 14 | D = 6

38. COc1cccc(-c2nc(CS(=O)(=O)CC(=O)Nc3cc(C)ccc3C)c(C)o2)c1
  A = 0.7 | B = 0.0 | C = 19 | D = 17

39. CC1CCc2c(sc3nc(SCC(=O)c4ccc(Cl)cc4)n(-c4ccccc4)c(=O)c23)C1 (centres undefined)
  A = -0.2 | B = 1.5 | C = 3 | D = -5

40. CC1=NC(=O)C(N=Nc2cccc(C(=O)O)c2)N1c1ccccc1 (centres undefined)
  A = -0.1 | B = -0.7 | C = -67 | D = 5

41. COc1cc(-c2cn[nH]c2)ccc1NC(=O)N(CCN(C)C)Cc1cccc(F)c1
  A = 0.3 | B = 0.7 | C = -15 | D = 2

42. O=C(/C=C/c1cccc(Cl)c1)Nn1c(-c2cccs2)nc2ccccc2c1=O
  A = -0.1 | B = -0.9 | C = 5 | D = 5

43. O=C(c1n[nH]c2c1CCCC2)N1CCc2c(nc(N3CCCCC3)[nH]c2=O)C1
  A = -0.2 | B = -0.9 | C = -1 | D = -6

44. CC(C)Oc1ccc(C(=O)CCNC(C(=O)O)C(C)C)cc1 (centres undefined)
  A = -0.1 | B = -0.3 | C = -3 | D = 0

45. Cc1ncsc1CCOC(=O)c1ccc(Cl)cc1
  A = 0.0 | B = 1.0 | C = 11 | D = 2

46. COc1ccc(/C=C(/C(=O)c2ccccc2)c2nc3ccccc3o2)cc1
  A = -0.1 | B = 1.9 | C = -40 | D = -5

47. CCOc1ccc(Nc2nc(N3CCOCC3)nc(C)c2[N+](=O)[O-])cc1
  A = 0.0 | B = 0.3 | C = -3 | D = -8

48. O=C(CCNS(=O)(=O)c1ccc2[nH]c(=O)ccc2c1)NCc1ccccc1
  A = -0.1 | B = 8.2* | C = -6 | D = 4

49. COc1ccc2c(c1OC)C(=O)N(c1ncn[nH]1)C2
  A = -0.1 | B = -0.1 | C = 3 | D = 2

50. Cc1cc(C)nc(-n2nc(C(C)(C)C)cc2OCC(=O)NCc2ccccc2)n1
  A = 0.1 | B = 1.8 | C = 0 | D = -5

51) COc1ccc(OCC(=O)N2N=CCC2(O)C(F)(F)F)cc1 (centres undefined)
52) COc1ccc(Cn2c(SCC(=O)N3CCCC3)nc3c(sc4cccc(F)c43)c2=O)cc1
53) COc1ccc(N2CCN(C(c3cccs3)C(C)NC(=O)C(C)(C)C)CC2)cc1 (centres undefined)
54) Cc1nn2c(NCCCN(C)C)c3c(nc2c1-c1cccs1)CCC3
55) Cc1ccccc1-n1c(=O)cc(NCC2CCCO2)[nH]c1=O (centres undefined)
56) CCP(=Nc1cc([N+](=O)[O-])ccc1OC)(c1c(C)nn(-c2ccccc2)c1C)N(C)C (centres undefined)
Assay by compound,51,52,53,54,55,56
FBW7 act,-0.1,-0.1,0.1,-0.2,0.2,-0.2
GPR151 activ,0.7,-0.8,0.0,-1.4,-0.9,-0.1
TEAD-YAP block,9,7,-7,-3,-1,0
MITF inh,-4,3,0,2,12,-14

57) COc1ccc(NC(=S)NC2(C)CCS(=O)(=O)C2)cc1 (centres undefined)
58) COc1ccc(-c2nc(Nc3ccc(NC(C)=O)cc3)c3ncn(-c4ccccc4)c3n2)cc1
59) CCOc1ccc(NC(=O)c2cc(S(=O)(=O)NC3CCCC3)ccc2F)cc1
60) NC(=O)Cn1ccn(-c2ccccc2)c(=O)c1=O
61) Cc1ccc(/C=C/S(=O)(=O)NCC(=O)OCC(=O)c2ccc3ccccc3c2)cc1
62) Cc1ccc2sc(N3CCN(C(=O)CCc4ccccc4)CC3)nc2c1C
Assay by compound,57,58,59,60,61,62
FBW7 act,0.0,0.6,0.0,1.2,-0.2,0.1
GPR151 activ,3.2,0.1,-0.8,0.2,2.8,-0.6
TEAD-YAP block,-4,41*,8,1,7,6
MITF inh,-1,10,6,15,2,8

63) COc1ccc(OC)c(C2/C(=C(\O)c3ccccc3)C(=O)C(=O)N2CCC(=O)O)c1 (centres undefined)
64) CC(C)(C)C(=O)CSc1nncc2ccccc12
65) C#CCOCC1CCCN(C(=O)c2cc(Cl)ccc2Cl)C1 (centres undefined)
66) NC(=O)c1cc2ccccc2oc1=Nc1ccc(Br)cc1
67) CCN1CCN(S(=O)(=O)c2ccc(F)c(F)c2)CC1
68) O=C(CSc1ncc(-c2ccccc2)[nH]1)NCc1ccccc1Cl
Assay by compound,63,64,65,66,67,68
FBW7 act,0.7,-0.2,-0.2,-0.1,0.3,-0.1
GPR151 activ,0.0,-0.3,-0.6,0.4,-0.8,-0.4
TEAD-YAP block,-10,-4,0,-4,5,-13
MITF inh,21,4,0,-6,11,-2

69) O=C(Nc1ccccc1)c1cc(Nc2ccc(C(F)(F)F)cc2)nc2ccccc12
70) COc1ccc2c(CSc3nnc(Nc4ccccc4)s3)cc(=O)oc2c1
71) CCCCNC(=O)c1cnn2c(C)c(Cc3ccccc3Cl)c(C)nc12
72) O=C(O)CCC(=O)NCCc1cn2ccsc2n1
73) CC(=O)Nc1ccc(Nc2ncnc3c2cnn3Cc2ccc(Cl)cc2)cc1
74) COCC(=O)NC(c1nnc2n1CCN(Cc1ccc(-c3ccccc3)cc1)CC2)C(C)C (centres undefined)
Assay by compound,69,70,71,72,73,74
FBW7 act,0.1,-0.1,0.0,-0.1,1.0,0.0
GPR151 activ,0.5,0.0,0.0,2.2,1.7,-0.5
TEAD-YAP block,-14,6,-12,0,1,6
MITF inh,2,-3,7,-4,8,0
